# Source: PubChem (several laboratories)
# EBV LMP1 NFkB = Epstein-Barr LMP1 NF-kappaB reporter inhibition; LMP1-induced NF-kappaB luciferase reporter cells, luminescence; inhibition, % at 12.5 µM; 350,000 compounds, 0.69% hits; AID 504558; in the data active = inhibition above about 41%;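 also: 0% = neutral control wells and 100% = reference inhibitor control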
# KKLEB cytotox = reduces viability of KKLEB cystic fibrosis airway cells. KKLEB CF airway cells viability, ATPlite luminescence, overnight; hits give low values; cells stimulated with P. aeruginosa culture filtrate. activity change (cytotoxicity), % at 5 µM. 360,000 compounds, 0.36% hits. AID 602141;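 active = corrected activity change at or below -50% at 5 µM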
# NR2E3 ag-1 = activates human photoreceptor nuclear receptor NR2E3; Q9Y5X4; GST-NR2E3/biotin-RetCOR TR-FRET, 1536-well; inhibition of corepressor binding, % at 4.78 µM; 320,000 compounds, 0.12% hits; AID 2300;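 active = percent inhibition above the cutoff of mean plus 3 SD of all tested compounds, set per screening campaign, cut at about 20% in these data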;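 also: 0% = DMSO wells and 100% = biotin wells as full block of FRET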
# Target sequence (Q9Y5X4 whole entry, looked up): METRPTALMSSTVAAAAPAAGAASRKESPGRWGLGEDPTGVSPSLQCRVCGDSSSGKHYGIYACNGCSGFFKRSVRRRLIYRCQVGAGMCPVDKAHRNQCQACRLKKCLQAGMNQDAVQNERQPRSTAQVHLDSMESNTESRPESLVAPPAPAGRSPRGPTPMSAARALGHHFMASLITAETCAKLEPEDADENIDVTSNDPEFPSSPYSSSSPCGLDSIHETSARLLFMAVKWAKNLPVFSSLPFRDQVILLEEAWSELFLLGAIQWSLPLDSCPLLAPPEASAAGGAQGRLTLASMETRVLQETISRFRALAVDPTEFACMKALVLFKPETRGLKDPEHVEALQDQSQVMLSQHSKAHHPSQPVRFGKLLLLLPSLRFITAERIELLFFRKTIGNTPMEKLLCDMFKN
#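 Material: NR2E3–RetCOR corepressor complex / Incubation: Compound–protein incubation for 5 h at 4 °C / Dosing: compound at 4.8 µM, single dose / Detection: time-resolved FRET / Benchmarks: high control biotin, low control 0.6% DMSO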
# MITF TRPM1 inh = MITF TRPM1 promoter inhibition in SK-MEL-5 cells | SK-MEL-5 TRPM1 promoter luciferase, 24 h | inhibition, % at 12.5 µM | 330,000 compounds, 0.83% hits | AID 488899;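 active = mean inhibition across replicates of 60% or more, whatever share of single replicates reaches that level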; also: values of inactives mirror those of a sister screen read the other way
# Shn3 inh set2 = inhibitors of Schnurri-3 3'UTR reporter in osteoblasts; 360,000 compounds, 0.52% hits; Clone20 osteoblast Shn3 3'UTR firefly luciferase, 24 h; inhibition, % at 12.5 µM; AID 588674;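 active = mean inhibition of at least 75% with every replicate also reaching 75%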;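 also: 0% = median of neutral control wells and 100% = pilot-screen positive control compound; some compounds past the cut are filed as inactive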
# CF NFkB block = cystic fibrosis NF-kB activation inhibition. 360,000 compounds, 0.86% hits. inhibition, % at 5 µM. AID 588850. KKLEB NF-kB-GFP reporter, PAF-induced, GFP fluorescence overnight;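 active = at least 50% inhibition at 5 µM, scaled per plate between neutral and stimulator controls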;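 also: PAF is a Pseudomonas aeruginosa culture filtrate used as stimulus; plate controls were PAF-stimulated DMSO wells for no effect and unstimulated DMSO wells for full effect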
# C8 TRAIL sens = sensitizes caspase-8 expressing cells to TRAIL. 360,000 compounds, 1% hits. inhibition (viability loss, TRAIL sensitization), % at 10 µM. NB7+C8 cells + TRAIL, ATPlite viability luminescence;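 active = compounds causing at least 50% loss of cell viability in the single-dose screen, relative to plate controls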
# NR2E3 ag-2 = agonists of human NR2E3 nuclear receptor. CHO-S Gal4-NCOR/VP16-NR2E3 two-hybrid, luciferase. inhibition of corepressor binding, % at 3.98 µM. 360,000 compounds, 0.35% hits. AID 602229;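 active = inhibition above the mean of all tested compounds plus 3 SD, cut at about 70% in these data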;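 also: 0% = DMSO with NR2E3 transfected cells and 100% = cells lacking NR2E3 construct; higher means lower luciferase signal from less NR2E3 corepressor binding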
# Peg3 promoter = reduces Peg3 promoter-driven luciferase expression in HeLa | 360,000 compounds, 1.7% hits | inhibition, % at 20 µM | HeLa PEG-Prom luciferase reporter, luminescence, overnight;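 active = inhibition of at least 50% at 20 µM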
# hiPSC survival = hiPSC single-cell survival enhancement; ATPlite luminescence; 100% = ROCK inhibitor wells, 0% = DMSO; survival enhancement, % at 20 µM; 360,000 compounds, 0.044% hits; AID 602274; in the data active = survival enhancement above about 18%;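 also: cells exposed to compounds for 16 hours before the ATP read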
# HIF-2a inh = HIF-2a inhibition; AID 624352; 786-0 RCC cells HIF-2a reporter, luciferase luminescence, overnight; 360,000 compounds, 0.72% hits; inhibition, % at 18.8 µM;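 active = inhibition of the luminescence signal of 40% or more relative to plate controls, in a single-dose primary screen at 18.75 µM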
# An asterisk follows results filed as active; nt = no result given. A portion of the library; the hit share may differ from the screen's.
SMILES,EBV LMP1 NFkB,KKLEB cytotox,NR2E3 ag-1,MITF TRPM1 inh,Shn3 inh set2,CF NFkB block,C8 TRAIL sens,NR2E3 ag-2,Peg3 promoter,hiPSC survival,HIF-2a inh
Cc1c(CC(=O)N[C@@H](C)C(=O)O)c(=O)oc2cc3occ(-c4ccccc4)c3cc12,12,1,0,-8,7,0,-5,-12,24,-0.6,-17
COc1cccc(CNc2nc3cc(-c4ccccc4)sc3c(=O)n2C)c1OC,nt,-23,nt,nt,24,25,18,5,11,3.5,-121
Cc1nc2c(-c3ccccc3)c[nH]n2c(=O)c1Cc1ccccc1,-11,0,-1,-22,-9,-4,36,-67,-139,3.1,-158
COc1ccc(C(O)c2nc(-c3ccc4c(c3)OCO4)cs2)cc1 (stereo unspecified),nt,9,nt,nt,-18,-15,-7,-30,-64,-1.3,-101
CCC(=O)N1CCC2(CC1)Oc1ccc(F)cc1C(=O)C21CC(c2cccnc2)=NO1 (stereo unspecified),3,-17,3,-2,-19,-16,0,5,5,-1.8,7
COc1ccc(-c2c(-c3cc(OC)cc(OC)c3)n(C)c3ccc(-c4ccc(OC)cc4F)cc23)cc1,-17,-10,3,5,12,8,16,-6,12,-2.7,9
Cc1ccc(N2CC(C(=O)Nc3nc4ccc(S(C)(=O)=O)cc4s3)CC2=O)cc1C (stereo unspecified),1,1,0,-6,2,16,4,-11,6,-0.3,-1
O=C(NCc1nnc(SCC(=O)N2CCCC2)o1)c1ccccc1F,2,7,2,11,-24,-3,4,-9,4,0.2,6
COc1cc2c(cc1O)[C@@H]1Cc3cc(O)c(OC)cc3[C@H](C2)N1C,6,0,3,1,-6,0,-15,-22,-12,2.2,4
CCOc1ccc(-n2nc(C(=O)N3CCN(CC)CC3)c3ccccc3c2=O)cc1,0,-6,1,-6,4,0,-17,5,10,0.9,-14
Nc1ccc2oc(-c3cccc4ccccc34)nc2c1,27,0,1,47,30,-28,6,12,-26,0.0,87*
CCOC(=O)c1c(C)[nH]c(C(=O)COC(=O)CNC(=O)c2ccc(Cl)cc2Cl)c1C,-3,-1,-1,7,19,9,-10,-7,-22,-1.7,10
CCN(CC)C(=O)c1ccc2sc([C@@H]3O[C@H](CO)[C@H](O)[C@H](O)[C@H]3O)nc2c1,nt,-4,nt,nt,6,13,5,-23,0,4.5,3
COc1ccc(OCC(=O)NCCc2ccc(S(N)(=O)=O)cc2)cc1,2,7,2,0,-6,2,2,-8,4,3.4,23
CN(C)S(=O)(=O)c1ccc(N2CCOCC2)c(C(=O)NCc2ccc3c(c2)OCO3)c1,-2,9,3,-5,8,4,-2,3,-11,-0.7,8

# Marked active in HIF-2a inh, of those listed so far:
canonical_smiles,EBV LMP1 NFkB,NR2E3 ag-1,MITF TRPM1 inh,Shn3 inh set2,CF NFkB block,NR2E3 ag-2,Peg3 promoter,HIF-2a inh
Nc1ccc2oc(-c3cccc4ccccc34)nc2c1,27,1,47,30,-28,12,-26,87*

# Other records.
SMILES,EBV LMP1 NFkB,KKLEB cytotox,NR2E3 ag-1,MITF TRPM1 inh,Shn3 inh set2,CF NFkB block,C8 TRAIL sens,NR2E3 ag-2,Peg3 promoter,hiPSC survival,HIF-2a inh
CCOC(=O)c1ccc(N2N=C(C)/C(=C/C=C/c3ccco3)C2=O)cc1,-10,12,1,6,-14,-38,-4,-11,-21,-2.3,-4
O=C1CC(c2ccc(F)cc2)CC(O)=C1C1NCCc2ccccc21 (stereo unspecified),0,6,4,13,-15,7,-9,3,11,8.9,10
COc1ccccc1NC(=O)COc1ccc(C(=O)NCc2ccccc2)cc1OC,3,20,0,-8,-8,-17,-1,-14,0,-0.5,-19
Cc1cc(S(=O)(=O)N2CCCc3ccccc32)ccc1-n1cnnn1,-1,-4,3,-10,-1,11,2,4,-6,0.4,11
CN(CC(=O)Nc1ccc2c(c1)OCO2)CC(=O)Nc1ccc(F)c(F)c1F,7,11,nt,nt,13,-24,6,-20,11,-0.9,6
Cc1ccc(/C=N/NC(=O)C(C)NC(=O)c2ccccc2)cc1 (stereo unspecified),-2,2,5,-3,-19,-2,0,-18,21,-0.5,5
COCCOCCn1c(CCCO)nc2ccccc21,2,8,-1,11,-4,-5,2,-4,6,4.6,12
Cc1ccc2nc(N=C(N)N)nc(C)c2c1,-9,-4,1,26,16,-30,18,-14,16,-1.2,21
CC[N+](C)(CC)CC(O)COCC1COc2ccccc2O1 (stereo unspecified),-3,14,1,8,11,-7,1,10,0,-0.9,13
COc1ccc(Br)c(C(=O)OCC(=O)N2CCc3ccccc32)c1,-2,17,nt,-53,5,-14,-10,15,-38,0.0,-6
O=C(NCc1nnc2c(C(F)(F)F)cc(Cl)cn12)C1CCCC1,-2,2,-5,-7,-5,-6,-4,-1,-26,-0.7,-3
COc1ccccc1NC(=O)C(C)OC(=O)Cc1ccsc1 (stereo unspecified),-2,16,nt,10,-30,-11,8,-3,-11,0.2,10
O=C(O)C1CC(=O)N(CCc2c[nH]c3ccccc23)C1 (stereo unspecified),-1,-6,-3,3,-10,6,-7,-4,14,-1.0,-1
Cc1ccc(-c2cc(Cc3ccc(N(C)C)cc3)c(=O)[nH]n2)cc1,-9,12,0,-4,-50,-8,-14,-49,-78,-0.4,-108
COc1ccc(S(=O)(=O)N2CCC(NC(=O)c3cccc(F)c3)CC2)cc1,0,-5,0,0,17,23,-11,-46,7,-0.7,11
Cc1c(Cl)cccc1NC(=S)NC(=O)CCN1C(=O)c2ccccc2C1=O,2,3,-3,-2,-1,1,-5,3,-45,2.6,-63
O=C(CNS(=O)(=O)c1ccc(Br)s1)Nc1ccc2c(c1)OCCO2,-8,-9,-2,7,12,8,1,-13,-34,-1.6,-30
O=C1CCc2cc(S(=O)(=O)N3CCN(c4ccc(F)cc4)CC3)cc3c2N1CC3,7,0,1,0,-8,-10,-24,11,11,1.2,8
O=c1cc(Nc2cccc(Br)c2)[nH]c(=O)[nH]1,-10,-9,2,-4,24,-6,-8,0,11,0.6,9
COc1ccc(N2C(=O)CC(Cc3ccccc3OC)C2=O)cc1 (stereo unspecified),5,0,0,-8,-17,-2,-10,-3,-39,0.5,-17
CC(NC(=O)c1cc(=O)[nH]c2ccccc12)c1ccc(F)cc1F (stereo unspecified),-5,3,-1,2,-49,15,-9,12,-4,0.7,14
CC(C)(C)c1ccc(C(O)c2ncc(-c3ccc4ccccc4c3)[nH]2)cc1 (stereo unspecified),nt,-2,nt,nt,-19,-6,7,-34,-13,-1.2,-72
O=[N+]([O-])c1cccc(CSc2nnc3ccccn23)c1,8,-9,0,-2,0,0,1,16,-6,-0.7,4
S=c1[nH]nc(Cn2cnc3ccccc32)n1-c1ccccc1Cl,0,0,0,12,5,-10,8,5,17,-0.3,16
CC(C)CCn1c(N2CCc3ccccc3C2)nc2c1c(=O)[nH]c(=O)n2C,-2,12,1,2,-2,29,-4,-16,9,1.2,6
CC1CCN(CCCOc2ccc(Br)cc2Cl)CC1,9,-4,1,-11,-1,4,5,-27,-58,-0.5,-22
CN(C(=O)CC1C(=O)NCCN1Cc1c(F)cccc1Cl)C1CCOCC1 (stereo unspecified),8,-6,0,2,7,-8,1,2,15,0.6,9
CC(C)Cc1nc2oc3c(NCc4cccnc4)ncnc3c2c2c1CCC2,5,-15,-2,17,25,26,10,-9,12,0.0,18
O=[N+]([O-])c1ccc(Cl)c(S(=O)(=O)NCCc2ccccn2)c1,-7,9,nt,10,-7,-1,10,-26,-2,-3.0,-1
CCc1nc(Nc2ccc(OC)cc2OC)c2oc3ccccc3c2n1,21,-4,1,-1,-3,-9,15,9,-20,0.2,-15

# In a second layout: results already given.
# Values run as follows: EBV LMP1 NFkB	KKLEB cytotox	NR2E3 ag-1	MITF TRPM1 inh	Shn3 inh set2	CF NFkB block	C8 TRAIL sens	NR2E3 ag-2	Peg3 promoter	hiPSC survival	HIF-2a inh
> CC1CCN(CCCOc2ccc(Br)cc2Cl)CC1
→ 9	-4	1	-11	-1	4	5	-27	-58	-0.5	-22
> CN(C(=O)CC1C(=O)NCCN1Cc1c(F)cccc1Cl)C1CCOCC1 (stereo unspecified)
→ 8	-6	0	2	7	-8	1	2	15	0.6	9
> CC(C)Cc1nc2oc3c(NCc4cccnc4)ncnc3c2c2c1CCC2
→ 5	-15	-2	17	25	26	10	-9	12	0.0	18
> O=[N+]([O-])c1ccc(Cl)c(S(=O)(=O)NCCc2ccccn2)c1
→ -7	9	nt	10	-7	-1	10	-26	-2	-3.0	-1
> CCc1nc(Nc2ccc(OC)cc2OC)c2oc3ccccc3c2n1
→ 21	-4	1	-1	-3	-9	15	9	-20	0.2	-15

# Other structures
SMILES,EBV LMP1 NFkB,KKLEB cytotox,NR2E3 ag-1,MITF TRPM1 inh,Shn3 inh set2,CF NFkB block,C8 TRAIL sens,NR2E3 ag-2,Peg3 promoter,hiPSC survival,HIF-2a inh
CC(C)C(=O)NC(=S)Nc1sc2c(c1C(N)=O)CCCC2,-8,9,10,-39,-36,13,1,-72,-193,1.4,-209
CCOC(=O)c1cc2sccc2n1CC(=O)N1CCN(C(=O)c2ccco2)CC1,-1,4,0,5,2,-27,-6,-24,-101,4.8,17
CN(C)c1c([N+](=O)[O-])ncn1C,0,-2,-1,-4,-3,10,-11,-16,10,2.5,19
COc1ccc(-c2cc(=O)oc3cc(OC(C)C(=O)NC4CC4)ccc23)cc1 (stereo unspecified),7,4,-1,-9,-1,1,4,-18,23,-1.2,11
C[C@H](NC(=O)c1ccco1)C(=O)NNC(=O)c1ccc(F)cc1,-3,13,nt,-3,-15,-17,-8,-19,-1,-3.3,8
O=C(O)c1cccc(NC(=S)N/N=C/c2ccccc2OCc2ccc(Br)cc2)c1,-8,8,2,-32,-23,9,-9,-114,-142,1.7,-100
COC(=O)CCC(=O)Nc1cc(OC)c(OC)cc1Cc1nccc2cc(OC)c(OC)cc12,-3,-14,0,-2,0,22,8,-13,5,-0.8,7

# Whole records from above. Screens in order: EBV LMP1 NFkB	KKLEB cytotox	NR2E3 ag-1	MITF TRPM1 inh	Shn3 inh set2	CF NFkB block	C8 TRAIL sens	NR2E3 ag-2	Peg3 promoter	hiPSC survival	HIF-2a inh
# Shown for `C[C@H](NC(=O)c1ccco1)C(=O)NNC(=O)c1ccc(F)cc1` : -3	13	nt	-3	-15	-17	-8	-19	-1	-3.3	8
# Shown for `O=C(O)c1cccc(NC(=S)N/N=C/c2ccccc2OCc2ccc(Br)cc2)c1` : -8	8	2	-32	-23	9	-9	-114	-142	1.7	-100
# Shown for `COc1ccc(-c2cc(=O)oc3cc(OC(C)C(=O)NC4CC4)ccc23)cc1` (stereo unspecified) : 7	4	-1	-9	-1	1	4	-18	23	-1.2	11
# Shown for `CC(C)C(=O)NC(=S)Nc1sc2c(c1C(N)=O)CCCC2` : -8	9	10	-39	-36	13	1	-72	-193	1.4	-209
